Assay outcomes deposited in PubChem by several laboratories.
S1P3 antag – antagonists of human S1P3 receptor; Q99500; CHO S1P3 NFAT-BLA reporter, FRET fluorescence, antagonist mode; inhibition, % at 4.98 µM; actives 0.27% (n = 170,000); AID 485;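 active = inhibition above the plate cutoff, the mean inhibition of test wells on that plate plus 3 SD, cut at about 28% in these data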;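 also: cells challenged with S1P at its EC80 of 0.8 µM; blue over green emission ratio from cleaved BLA substrate after 4 h stimulation; 0% = S1P-stimulated wells and 100% = unstimulated DMSO-only wells; some compounds past the cut are filed as inactive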
Target sequence (Q99500 whole entry, looked up): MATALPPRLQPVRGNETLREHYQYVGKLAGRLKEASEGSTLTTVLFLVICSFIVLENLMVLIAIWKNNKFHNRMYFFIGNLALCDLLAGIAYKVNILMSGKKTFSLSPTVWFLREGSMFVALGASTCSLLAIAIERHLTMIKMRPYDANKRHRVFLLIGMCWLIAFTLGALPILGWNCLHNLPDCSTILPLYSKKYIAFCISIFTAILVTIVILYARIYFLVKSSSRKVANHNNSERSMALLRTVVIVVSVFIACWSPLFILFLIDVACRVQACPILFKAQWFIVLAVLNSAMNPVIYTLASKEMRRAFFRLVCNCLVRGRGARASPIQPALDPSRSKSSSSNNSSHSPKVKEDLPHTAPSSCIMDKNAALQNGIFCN
TNAP inh noacc – blocks human TNAP activity with no phosphate acceptor present; inhibition, % at 20 µM; P05186; purified TNAP, CDP-star luminescence, 30 min; actives 0.26% (n = 200,000);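 active = tissue-nonspecific alkaline phosphatase inhibition above about 50% at 20 µM in the single-dose screen, limit read from the data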;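 also: 0% = DMSO negative control and 100% = EDTA positive control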
Hsp70 activator – Hsp70 transcriptional activation, primary screen; HeLa Hsp70 promoter luciferase reporter, luminescence; scaled: vehicle 0, proteasome-inhibitor control 100%; actives 0.04% (n = 200,000); activation, % at 10 µM;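 active = activation above the mean across all tested compounds plus 3 SD, cutoff set per campaign, cut at about 5.5% in these data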;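 also: 100% = MG132 at 30 µM as the positive control and 0% = DMSO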
TNAP inh hi DEA – inhibitors of human TNAP at high phosphate acceptor concentration; P05186; inhibition, % at 20 µM; actives 0.03% (n = 200,000); purified TNAP, CDP-star luminescence, 1 M DEA;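 active = over 50% inhibition of tissue-nonspecific alkaline phosphatase at 20 µM in the single-dose screen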;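 also: plate controls were DMSO wells for no effect and EDTA-quenched wells as full inhibition for full effect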
RAM network inh – blocks the yeast RAM network; S. cerevisiae dse1pr::URA3 reporter, 5-FOA growth OD615, 2 d; analog-sensitive cbk1-as2 kinase mutant strain; inhibition, % at 50 µM; actives 1.8% (n = 190,000); AID 868;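 active = inhibition above a set limit, 3 SD over mean compound inhibition, cut at about 8.4% in these data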;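 also: 0% = DMSO-only wells with no growth and 100% = 10 µM 1-NA-PP1 full growth; inhibition rescues growth on 5-FOA so higher OD means more RAM inhibition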
PMI act hi M6P – PMI (human) activation, high substrate. P34949. coupled PMI enzyme assay, resazurin fluorescence, 20 min; active compounds read high; 1 = untreated enzyme, 0 = substrate-free blank. actives 0.34% (n = 190,000). activation factor at 20 µM. AID 1216;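 active = activation factor of 2 or more at 20 µM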
Target sequence (P34949 whole entry, looked up): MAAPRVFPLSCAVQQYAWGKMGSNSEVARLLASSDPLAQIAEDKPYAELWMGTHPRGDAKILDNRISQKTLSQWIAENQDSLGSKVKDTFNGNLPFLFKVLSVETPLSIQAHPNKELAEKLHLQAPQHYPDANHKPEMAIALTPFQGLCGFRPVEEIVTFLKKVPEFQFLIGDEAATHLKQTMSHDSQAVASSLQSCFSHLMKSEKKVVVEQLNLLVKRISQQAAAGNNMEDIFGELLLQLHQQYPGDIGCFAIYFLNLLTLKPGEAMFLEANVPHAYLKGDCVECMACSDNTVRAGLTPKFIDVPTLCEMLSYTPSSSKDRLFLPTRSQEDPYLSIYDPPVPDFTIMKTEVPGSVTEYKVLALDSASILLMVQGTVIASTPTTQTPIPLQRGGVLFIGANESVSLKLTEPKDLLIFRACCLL
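Test system: Human PMI in coupled enzyme assay | Input: 15 ng/mL PMI | Medium: HEPES-buffered pH 7.4 with magnesium and detergent | Compound: One concentration, 20 µM, in 1% DMSO | Incubation: Enzyme reaction with compound 20 min at room temperature | Detection: Diaphorase-driven resazurin-to-resorufin fluorescence, excitation 544, emission 590 nm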
L major viab – Leishmania major promastigote growth inhibition. Leishmania major promastigotes, resazurin fluorescence viability. inhibition, % at 10 µM. actives 9% (n = 200,000). AID 1063; in the data active = inhibition above about 50%;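 also: promastigotes grown with compound for 44 hours at 28 °C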
DTT redox prof – compounds producing H2O2 with reducing agent – biochemical, NIH compound library profiling, artefact control for MLSCN library redox annotation, primary screen | DTT-dependent redox cycling H2O2, phenol red/HRP absorbance; 100% = 100 µM peroxide control, 0% = buffer | activation, % at 10 µM | actives 0.03% (n = 200,000) | AID 878;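 active = activation of at least 50% relative to the plate's high and low controls in the primary single-dose screen; inactive = activation below 50%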;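 also: compound incubated with DTT at 0.8 mM final as the reducing agent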
PMI activator – phosphomannose isomerase (human) activation; P34949; activation factor at 20 µM; actives 0.005% (n = 190,000); purified human PMI, coupled resazurin fluorescence, 20 min; active compounds read high; 1 = vehicle control, 0 substrate-free wells;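 active = activation factor of 2 or more at 20 µM, relative to plate controls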
Efa HMGR inh – inhibitors of class II HMG-CoA reductase from Enterococcus faecalis; purified E. faecalis HMGR, NADPH absorbance 340 nm kinetic; actives 0.41% (n = 190,000); AID 1066; inhibition, % at 10 µM;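 active = inhibition above a set limit, the median over all tested compounds plus 3 SD, cut at about 9.5% in these data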;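 also: enzyme runs in reverse so mevalonate oxidation gives rising NADPH absorbance; 0% = complete reaction with DMSO and 100% = background rate lacking mevalonate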
Numbers without * were called inactive; x = no result given.

1) Cc1ccc(CNC(=O)c2ccc(COc3ccccc3)cc2)cc1
2) CCCCNC(=O)NC12CC3CC(CC(C3)C1)C2
3) Oc1ccc(Cl)cc1-c1cc(-c2ccco2)[nH]n1
4) COc1ccccc1OCCn1c(=O)sc2ccccc21
5) O=C(c1ccccc1F)N(Cc1ccc2c(c1)OCO2)Cc1cc2cc3c(cc2n2nnnc12)OCO3
6) CC(C)(C)C(=O)NNc1nc(-c2ccccc2)c2cc(Br)ccc2n1
7) COc1ccc(C2N(c3ccccn3)C(=O)C3CCCN32)c(OC)c1 (centres undefined)
8) CCO/C=C1/C(=O)N(CC)c2ccccc21

entry no.	1	2	3	4	5	6	7	8
S1P3 antag	-1.4	-16.1	x	x	x	-2.4	15.2	-16.0
TNAP inh noacc	-7.1	-1.6	18.7	-12.4	1.0	-71.4	-4.6	-6.5
Hsp70 activator	-0.2	0.2	-0.1	-0.4	-0.3	-0.2	0.1	-0.2
TNAP inh hi DEA	-2.7	0.3	-2.7	-6.0	0.7	11.3	-7.2	-1.4
RAM network inh	6.7	-0.4	0.9	2.1	4.9	0.4	1.1	1.2
PMI act hi M6P	1	0.9	0.9	0.8	0.9	0.9	1	0.9
L major viab	39.1	5.3	90.3*	3.6	87.5*	3.5	-3.0	1.8
DTT redox prof	0.2	0.1	-3.7	1.0	2.7	0.5	0.1	-0.3
PMI activator	1	0.9	1	0.9	0.9	0.8	1.1	1
Efa HMGR inh	-3.8	-2.0	-6.7	4.5	1.6	-1.1	-1.4	5.8

9) COc1cccc(C(C(=O)NC2CCCCC2)N(CCN2CCOCC2)C(=O)C2COc3ccccc3O2)c1 (centres undefined)
10) Cc1cc(C)nc(NS(=O)(=O)c2ccc(NC(=O)NC3CCCCC3)cc2)n1
11) OCC1(Cc2cccc(C(F)(F)F)c2)CCN(Cc2cc(F)cc(F)c2)CC1
12) CSCC[C@H](NC(=O)CCNC(C)=O)c1nc2ccccc2[nH]1
13) CC1CN(C2CCN(S(=O)(=O)c3ccc(F)cc3)CC2)CC(C)O1 (centres undefined)
14) O=C1CCCc2nc(N3CCN(C(c4ccccc4)c4ccccc4)CC3)ncc21
15) O=C1Nc2ccccc2OCc2c1cccc2[N+](=O)[O-]
16) CCN(CC)c1ncnc2ccc(Br)cc12

entry no.	9	10	11	12	13	14	15	16
S1P3 antag	-4.1	-18.0	3.7	x	x	10.8	-4.9	x
TNAP inh noacc	-24.4	-10.0	-3.7	-5.5	-2.6	-8.2	-2.7	5.6
Hsp70 activator	-0.3	-0.1	0.1	-0.3	-0.3	-0.2	0.1	-0.1
TNAP inh hi DEA	-1.2	0.4	-4.1	2.6	-0.4	-3.9	-5.5	-4.9
RAM network inh	-0.7	0.7	0.6	0.7	0.8	0.3	1.4	0.9
PMI act hi M6P	1	0.9	0.9	1	1	0.8	0.9	1.1
L major viab	4.6	-10.5	85.7*	-1.8	91.0*	3.5	4.2	5.0
DTT redox prof	-0.3	0.2	0.6	-0.5	1.0	3.5	-1.2	2.2
PMI activator	1	0.9	0.9	1	0.9	0.9	0.9	1.1
Efa HMGR inh	1.6	-0.4	-6.6	-6.0	-8.6	-3.5	-4.8	-1.6

17) Cc1ccccc1S(=O)(=O)Nc1ncnc2scc(-c3ccccc3)c12
18) COc1ccc(-c2noc(CCC(=O)NCc3cccnc3)n2)cc1
19) CC(Cc1ccccc1)C(=O)NCc1ccccn1 (centres undefined)
20) C/C(N)=C(/C#N)C(=O)COC(=O)c1cc(-c2cccc3ccccc23)nc2ccccc12
21) CCOc1cccc(-c2cc(C(=O)N/N=C/c3ccc(OC)c(CN4CCOCC4)c3)c3ccccc3n2)c1
22) Cc1csc(NC(=O)CSc2nc3ccccc3s2)n1
23) CCc1ccc(NC(=O)Cn2cnc3c(=O)n(C)c(=O)n(C)c32)cc1
24) CCc1nnc(NC(=O)c2cc(-c3ccccc3)nn2-c2ccccc2)s1

entry no.	17	18	19	20	21	22	23	24
S1P3 antag	-1.4	-16.4	-19.8	4.3	-4.2	x	0.8	x
TNAP inh noacc	-4.3	-16.1	-8.7	-28.0	-9.6	-6.4	-8.5	-11.8
Hsp70 activator	-0.1	-0.2	-0.2	-0.3	-0.3	-0.2	-0.5	-0.2
TNAP inh hi DEA	-0.9	-9.1	-0.8	-4.0	2.6	-1.7	1.7	-1.0
RAM network inh	4.3	1.2	0.4	6.0	0.6	-1.9	-0.1	1.8
PMI act hi M6P	1.1	1	1.1	0.8	0.9	0.9	0.8	1
L major viab	5.2	-2.1	-7.8	30.4	15.0	26.7	-3.3	4.6
DTT redox prof	-0.2	-0.7	0.4	0.6	-0.5	1.8	-1.3	-8.7
PMI activator	1.2	1	1.1	0.8	0.8	0.9	0.8	1
Efa HMGR inh	-1.8	-0.9	-6.8	-12.7	-9.7	-5.5	-6.7	-0.1

25) CCOC(=O)COc1c(OC)cc(Cl)cc1C1Nc2ccccc2C(=O)N1c1cccc(C)c1 (centres undefined)
26) CC(C)(C)NC(=O)CSc1nc(-c2ccccc2)c(-c2ccccc2)[nH]1
27) O=C1C(Cl)=C(N2CCOCC2)C(=O)N1c1cccc(Cl)c1
28) Cc1ccc(NC(=O)/C(=C\C=C\c2ccccc2)NC(=O)c2ccccc2)cc1
29) CCOc1ccc(CC(=O)NCc2cn3c(C)csc3n2)cc1
30) CCc1ccc(NC(=O)Cn2c(=O)n(CCCC(=O)NCc3ccco3)c(=O)c3ccccc32)cc1
31) CCOc1ccc(S(=O)(=O)N2CCC(C(N)=O)CC2)c2ccccc12
32) CC(C)CCn1c(COc2ccccc2)n[nH]c1=S

entry no.	25	26	27	28	29	30	31	32
S1P3 antag	x	x	-12.8	x	-5.0	24.2	15.7	3.7
TNAP inh noacc	-4.1	-9.7	-7.9	2.9	-8.9	-7.2	-9.8	-40.3
Hsp70 activator	0.3	-0.5	-0.1	-0.3	-0.2	-0.5	-0.1	-0.4
TNAP inh hi DEA	-0.4	-5.3	-2.7	-3.0	-4.4	-4.9	-5.2	-6.4
RAM network inh	7.3	6.3	-0.9	2.7	1.5	3.1	0.6	2.0
PMI act hi M6P	0.9	0.8	1.1	0.8	0.8	1	1	0.9
L major viab	28.9	35.4	-1.7	20.4	0.5	-3.4	8.1	-3.5
DTT redox prof	-8.7	0.1	0.2	-8.6	-1.6	-3.2	-4.7	-0.1
PMI activator	0.9	0.8	1.1	0.8	0.8	0.9	0.9	0.9
Efa HMGR inh	-6.6	1.3	-1.7	-0.5	-3.5	1.1	-1.2	-4.8

33) Cc1ccc(S(=O)(=O)NCCC(=O)OCC(=O)Nc2ccccc2Cl)cc1
34) O=C(N/N=C/c1cnc2ccccc2n1)c1cccc(F)c1
35) Cc1ccc(Cn2nnc3c(=O)n(CC(=O)NCC4CCCO4)cnc32)cc1 (centres undefined)
36) C/C(=N\O)C1(C)N(O)C(C)(C)C(c2ccco2)=[N+]1[O-] (centres undefined)
37) CC(C)=CCC/C(C)=C/CN(CC(C)O)CC(C)O (centres undefined)
38) CC(C(=O)O)N1C(=O)CSC1=S (centres undefined)
39) O=C1c2cccnc2C(=O)N1Cc1ccc(F)cc1
40) CC(C)CNC(=O)c1ccccc1NC(=O)c1ccc(CN2CCOCC2)cc1

entry no.	33	34	35	36	37	38	39	40
S1P3 antag	-5.2	10.5	-40.1	4.8	-31.6	27.0	-1.2	-15.1
TNAP inh noacc	-34.1	-36.9	-9.5	-15.9	-4.0	-12.1	-3.8	-14.6
Hsp70 activator	-0.3	-0.1	-0.5	-0.4	-0.5	-0.3	-0.4	-0.5
TNAP inh hi DEA	-6.5	-2.9	-1.2	-3.8	-0.5	-4.2	-0.6	-5.5
RAM network inh	1.2	2.7	1.2	1.4	1.6	0.1	-0.9	1.5
PMI act hi M6P	1	0.9	1	0.9	1	0.9	1	0.8
L major viab	-4.8	1.3	0.0	-1.9	19.7	-6.8	-2.6	7.6
DTT redox prof	0.5	0.1	-0.8	0.1	2.1	1.7	-0.2	0.4
PMI activator	1.1	0.9	0.9	0.9	0.9	0.9	1	0.9
Efa HMGR inh	-5.6	-6.6	1.2	-3.5	0.7	-3.0	0.2	0.7

41) COC(=O)C1=C(N)Oc2cc(C)n(C)c(=O)c2C1c1ccc(Cl)c(Cl)c1 (centres undefined)
42) COc1ccc(CN=C2Nc3ccccc3CS2)cc1
43) Cc1ccc(Cl)cc1-n1ncc2c(NNC(=O)c3ccco3)ncnc21
44) CC(C)(C)NC(=O)CSc1nnc(-c2ccncc2)o1
45) Cc1cc(NC(=O)c2cccnc2)ccc1NC(=O)c1ccco1
46) Cc1cccc2cc(CN(Cc3cccnc3)C(=O)c3ccccc3F)c(Cl)nc12
47) Cn1/c(=N/N=C/c2ccc([N+](=O)[O-])cc2)sc2ccccc21
48) O=C(CSc1nnc(-c2ccccc2)n1Cc1ccccc1)NC1CC1

entry no.	41	42	43	44	45	46	47	48
S1P3 antag	-29.3	x	6.5	-2.8	-20.5	x	x	-1.0
TNAP inh noacc	-9.2	-5.8	-196.1	5.6	2.9	2.0	10.0	-6.7
Hsp70 activator	-0.6	-0.4	-0.2	0.5	0.1	-0.2	-0.1	-0.2
TNAP inh hi DEA	-3.3	-4.4	-3.8	0.2	-6.5	-0.3	0.5	-1.6
RAM network inh	1.7	0.1	1.4	1.7	0.1	-1.4	2.1	-0.2
PMI act hi M6P	1	1	0.8	1.1	1	0.9	1.2	1
L major viab	13.1	26.2	-7.4	-0.4	11.4	97.1*	-2.9	-4.8
DTT redox prof	1.5	3.2	-0.1	-0.3	-0.3	1.8	-5.3	2.7
PMI activator	1	1	0.9	1.1	1.2	0.9	1.1	1
Efa HMGR inh	-6.1	0.4	-3.6	-1.1	1.6	3.2	-6.8	-3.1

49) O=C(CSc1ncn[nH]1)c1ccc(OC(F)F)cc1
50) NC(=O)c1sc2nc3c(cc2c1N)CCC3
51) O=[N+]([O-])c1ccc(Cl)cc1Sc1nc2ccccc2o1
52) CCOc1ccc(NC(=O)CSc2nnc(Cn3cnc([N+](=O)[O-])n3)n2CC)cc1

entry no.	49	50	51	52
S1P3 antag	-8.5	2.1	x	-1.4
TNAP inh noacc	-7.6	-2.5	-4.4	-9.0
Hsp70 activator	-0.3	0.7	0.3	0.1
TNAP inh hi DEA	0.9	-2.1	1.4	0.3
RAM network inh	0.8	0.3	0.6	0.4
PMI act hi M6P	1.2	1.1	0.9	1
L major viab	-10.2	-5.1	27.8	-6.9
DTT redox prof	-0.2	-0.3	0.4	-0.8
PMI activator	0.8	1.1	0.9	1
Efa HMGR inh	-0.6	-5.0	-1.1	-8.9
